GC-A act = GC-A (human) enzyme activation; P16066; HEK293 GC-A cells, cGMP TR-FRET, EC30 ANP; 0% at EC30 ANP, 100% saturating ANP; activation, % at 10 µM; actives 0.14% (n = 370,000); in the data active = activation above about 40%
Target sequence (P16066 whole entry, looked up): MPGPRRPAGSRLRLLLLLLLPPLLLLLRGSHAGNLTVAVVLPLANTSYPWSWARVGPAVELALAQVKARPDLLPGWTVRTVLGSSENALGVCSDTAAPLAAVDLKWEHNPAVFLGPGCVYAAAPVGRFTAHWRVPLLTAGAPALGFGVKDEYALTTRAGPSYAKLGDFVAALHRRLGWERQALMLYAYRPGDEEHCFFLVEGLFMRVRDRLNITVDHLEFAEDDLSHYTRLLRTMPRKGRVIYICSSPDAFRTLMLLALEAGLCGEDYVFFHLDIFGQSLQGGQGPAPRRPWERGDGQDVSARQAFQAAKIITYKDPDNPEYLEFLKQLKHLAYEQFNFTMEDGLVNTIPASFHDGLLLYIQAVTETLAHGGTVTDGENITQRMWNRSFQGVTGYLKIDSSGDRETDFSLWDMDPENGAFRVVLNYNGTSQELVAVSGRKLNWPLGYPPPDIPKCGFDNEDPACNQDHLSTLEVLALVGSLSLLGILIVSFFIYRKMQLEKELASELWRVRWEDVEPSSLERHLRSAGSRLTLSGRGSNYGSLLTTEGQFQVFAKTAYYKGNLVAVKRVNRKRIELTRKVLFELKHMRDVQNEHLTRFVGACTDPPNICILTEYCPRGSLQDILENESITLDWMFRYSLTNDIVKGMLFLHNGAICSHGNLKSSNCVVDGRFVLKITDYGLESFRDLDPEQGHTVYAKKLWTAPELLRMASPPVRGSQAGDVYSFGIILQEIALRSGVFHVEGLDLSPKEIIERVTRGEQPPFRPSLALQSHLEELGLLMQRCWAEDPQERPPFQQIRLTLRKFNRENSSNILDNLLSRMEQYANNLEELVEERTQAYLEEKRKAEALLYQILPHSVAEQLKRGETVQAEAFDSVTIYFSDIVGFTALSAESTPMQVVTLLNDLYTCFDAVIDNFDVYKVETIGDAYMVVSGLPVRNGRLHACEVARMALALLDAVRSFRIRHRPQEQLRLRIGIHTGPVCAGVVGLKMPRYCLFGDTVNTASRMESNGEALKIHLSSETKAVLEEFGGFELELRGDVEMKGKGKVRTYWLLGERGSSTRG
NPR2 activator = GC-B (human) receptor activation. P20594. HEK293-GC-B cells, CNP EC30, cGMP TR-FRET; 0% at EC30 CNP, 100% saturating CNP. activation, % at 10 µM. actives 0.11% (n = 370,000). AID 1920062;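 active = activation at 10 µM reaching about 35% in either raw or pattern-adjusted values, limit read from the data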
UHRF1 MBD2 ctr = UHRF1 methyl-DNA binding inhibition | Q96T88 | UHRF1 binding to methylated oligo, TR-FRET | inhibition, % at 4.4 µM | actives 0.75% (n = 370,000) | AID 687016; in the data active = inhibition above about 21%;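 note: UHRF1 SRA domain binding a hemimethylated CpG hairpin DNA probe; 0% = median of test compound wells and 100% = reference inhibitor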
HTRA1 inh = blocks human HTRA1 serine peptidase; inhibition, % at 5.96 µM; Q92743; actives 0.5% (n = 340,000); AID 504803; recombinant HTRA1, FP-rhodamine activity-based probe, fluorescence polarization; in the data active = inhibition above about 36%;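 note: 0% = enzyme with DMSO and 100% = wells lacking enzyme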
PRMT1 inh = blocks human protein arginine methyltransferase 1 | Q99873 | recombinant PRMT1, activity-based probe fluorescence polarization | inhibition, % at 2.79 µM | actives 1.3% (n = 370,000);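 active = inhibition above about 21% made by adding two undisclosed values, limit read from the data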
SIAE inh = blocks human sialic acid acetylesterase. Q9HAT2. SIAE FP-Rh probe binding, fluorescence polarization. actives 0.69% (n = 370,000). inhibition, % at 9.66 µM;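 active = inhibition above a cutoff: mean of compounds within the control limits plus 3 SD of those, cut at about 17% in these data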;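 note: 0% = plate median of compound wells and 100% = probe without SIAE protein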
ABHD4 inh = inhibits mouse alpha/beta hydrolase domain 4. Q8VD66. purified mABHD4, FP-Rh probe fluorescence polarization. inhibition, % at 8.92 µM. actives 0.54% (n = 370,000);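 active = inhibition exceeding the mean over every tested compound plus 3 SD, cut at about 30% in these data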;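 note: 0% = plate median of compound wells and 100% = S159A mutant with DMSO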
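Assay system: mouse ABHD4 enzyme, wild type / Also added: fluorescent activity-based probe FP-Rh / Doses: single nominal dose of 8.92 µM, 0.89% DMSO final / Timing: 45 min compound pre-incubation plus 60 min probe step, 25 °C / Signal: FP readout, ex 525 nm / em 598 nm / Control set: S159A mutant/DMSO as 100%, compound-well median as 0%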
rCAG RNA binder = r(CAG) repeat RNA binding; TO-PRO-1 dye displacement fluorescence; inhibition, % at 3 µM; actives 1.3% (n = 370,000);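 active = inhibition above the plate cutoff, the mean of all test compounds on that plate plus 3 SD, cut at about 35% in these data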;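 note: 0% = DMSO alone and 100% = 100 µM mitoxantrone as full dye displacement; higher means more dye released from RNA so lower well fluorescence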
TCR-CD3 inh = inhibitors of human TCR-CD3 interaction; TAMRA-labeled TCR probe fluorescence, biochemical; AID 651800; actives 0.37% (n = 360,000); inhibition, % at 9.4 µM; in the data active = inhibition above about 19%;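 note: recombinant mutant TCR 2C K166C tagged with TAMRA read by polarization; 0% = receptor in buffer alone and 100% = receptor with positive control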
MBD2 DNA inh = inhibitors of human MBD2 binding to methylated oligonucleotide; AID 686964; inhibition, % at 4.4 µM; Q9UBB5; actives 0.31% (n = 370,000); TR-FRET; in the data active = inhibition above about 13%
* = called active by the depositor; / = no result given. This is a subset; rates above refer to the full screens.

SMILES	GC-A act	NPR2 activator	UHRF1 MBD2 ctr	HTRA1 inh	PRMT1 inh	SIAE inh	ABHD4 inh	rCAG RNA binder	TCR-CD3 inh	MBD2 DNA inh
CC1(OC(=O)CCc2ccccc2)C(=O)C=C2C=C(c3ccc(C#N)cc3)N(C3CC3)C=C2C1=O (stereo unspecified)	-1	-1	2	7	6	5	11	13	2	-5
CC(=O)Nc1ccccc1OCC(=O)NCC(F)(F)F	2	4	-3	3	-3	10	0	2	4	-4
O=C1NCC2=C1C(c1ccccc1)Nc1ccccc1N2 (stereo unspecified)	-2	-2	-9	13	0	12	20	11	1	-2
CN(CCCC(=O)NC1CC(C)(C)NC(C)(C)C1)S(=O)(=O)c1ccc([N+](=O)[O-])cc1	0	-1	4	-1	5	1	6	-3	-1	4
COCc1nc2ccccc2n1Cc1ccc(Br)cc1	7	-8	1	-7	-3	1	-3	-4	3	1
CC(C)C[C@@H](CNCC(=O)[C@H](Cc1c[nH]c2ccccc12)NC(=O)c1[nH]cnc1C(=O)N[C@@H](C)CN)NC(=O)c1nc[nH]c1C(=O)N[C@@H](Cc1ccccc1)C(=O)O	0	5	21*	19	3	1	12	9	11	12
Cc1ccc(NC(=O)Cn2ccc([N+](=O)[O-])n2)cc1C	3	-2	0	-1	-1	2	-5	1	1	0
COc1ccccc1-c1cc(C(F)(F)F)nc(S(=O)(=O)CCCC(=O)NCc2ccc(F)cc2)n1	75*	12	-1	-11	-2	0	-2	-2	4	-2
O=C(COC(=O)C1CCCN1C(=O)c1cccs1)Nc1ccc2c(c1)OCO2 (stereo unspecified)	0	3	3	2	3	-6	2	1	0	3
CC(=O)N1CCN(C(=O)c2cc(S(=O)(=O)N3CCN(c4ccccc4)CC3)ccc2Cl)CC1	-2	0	0	-3	-7	5	2	-3	5	2
CCCCN1C(=O)C(CC(=O)NCCc2ccccn2)CC(C(=O)N(C)C)=C1C (stereo unspecified)	2	7	13	2	-3	2	0	3	3	-2
Cc1cccc2sc(N(CCCN(C)C)C(=O)c3ccc(Cl)s3)nc12	-36	-14	-2	-9	0	0	-2	4	-6	-2
CN(C)C(CNC(=O)c1cccc(S(=O)(=O)N(C)C)c1)c1ccccc1 (stereo unspecified)	2	8	-1	3	1	0	3	-5	0	1
O=C(NCC1CCCN(C(=O)c2cc(Cl)ccc2F)C1)c1ccc(F)cc1 (stereo unspecified)	1	2	0	3	-7	5	1	-3	2	0
Cc1sc2ncnc(OCc3nnc(-c4cccs4)o3)c2c1C	-1	-1	1	-9	-2	-6	-14	6	-14	-6
CSc1sc(C(=O)NNC(C)=O)c2c1C=CCC2	-6	5	-1	/	0	1	-2	0	-4	2
CCCOC(=O)CN1C(=O)c2ccccc2C1=O	3	-8	-1	5	-3	-1	1	2	4	2
N#Cc1ccccc1NC(=O)CSc1n[nH]c(-c2ccco2)n1	1	4	-7	6	0	14	4	8	10	3
O=C(Oc1nsnc1N1CCOCC1)c1ccccc1	5	-5	-1	-5	-1	4	2	1	7	2
Cc1cccc(-n2ncc3c(N4CCOCC4)ncnc32)c1	-1	0	2	4	-4	2	-3	3	-11	-1
O=C(c1ccc(Cl)nc1)N1CCc2ccccc2C1	-2	1	-1	5	0	1	-1	-1	6	-4
CCCCSc1nn[nH]n1	3	2	1	1	-3	0	1	-2	6	-5
O=C(CN1N=C(c2ccccc2)CCC1=O)NCc1ccccc1	-1	-1	-1	0	-4	5	0	1	4	-4
O=C(Nc1ccc(CN2CCOCC2)cc1)c1cccc(-c2cc3ccccc3oc2=O)c1	7	5	6	-23	3	-17	-5	-1	-6	6
CN(C)S(=O)(=O)c1cccc(NC(=O)CCc2nc3sc4c(c3c(=O)[nH]2)CCCC4)c1	-4	-4	0	-16	-1	-11	-7	2	3	0

Ordered by molar mass (descending): seven of the compounds above.
SMILES	GC-A act	NPR2 activator	UHRF1 MBD2 ctr	HTRA1 inh	PRMT1 inh	SIAE inh	ABHD4 inh	rCAG RNA binder	TCR-CD3 inh	MBD2 DNA inh
CN(C)S(=O)(=O)c1cccc(NC(=O)CCc2nc3sc4c(c3c(=O)[nH]2)CCCC4)c1	-4	-4	0	-16	-1	-11	-7	2	3	0
CN(CCCC(=O)NC1CC(C)(C)NC(C)(C)C1)S(=O)(=O)c1ccc([N+](=O)[O-])cc1	0	-1	4	-1	5	1	6	-3	-1	4
O=C(NCC1CCCN(C(=O)c2cc(Cl)ccc2F)C1)c1ccc(F)cc1 (stereo unspecified)	1	2	0	3	-7	5	1	-3	2	0
N#Cc1ccccc1NC(=O)CSc1n[nH]c(-c2ccco2)n1	1	4	-7	6	0	14	4	8	10	3
O=C(Oc1nsnc1N1CCOCC1)c1ccccc1	5	-5	-1	-5	-1	4	2	1	7	2
CSc1sc(C(=O)NNC(C)=O)c2c1C=CCC2	-6	5	-1	/	0	1	-2	0	-4	2
CCCCSc1nn[nH]n1	3	2	1	1	-3	0	1	-2	6	-5

More compounds:
SMILES	GC-A act	NPR2 activator	UHRF1 MBD2 ctr	HTRA1 inh	PRMT1 inh	SIAE inh	ABHD4 inh	rCAG RNA binder	TCR-CD3 inh	MBD2 DNA inh
CC(C)Cn1c(SCC(=O)Nc2cccc(S(N)(=O)=O)c2)nc2ccccc2c1=O	12	16	1	-15	-4	-1	-13	9	0	-4
CCC(CC)NC(=O)c1cccc(Oc2ccccc2)c1	0	1	-2	-16	2	-1	-6	-5	2	-1
CCCN(CC(=O)Nc1ccccc1C)C(=O)c1cccc(S(=O)(=O)N2CCc3ccccc3C2)c1	2	1	3	-19	-4	2	1	2	1	3
NC(=O)C1CCN(c2nc3ccccc3nc2NS(=O)(=O)c2ccc(Br)cc2)CC1	-3	-3	-4	7	0	1	-2	29	1	3
Nc1nccc(N2CCCCC2)n1	-5	1	0	2	-1	2	-6	4	12	-2
COc1ccccc1NC(=O)c1ccccc1N(Cc1ccccc1)S(C)(=O)=O	-11	-2	1	0	2	6	-1	0	-7	4
Cc1cc(C)c2nc(C(F)(F)F)nc(NCCCN3CCOCC3)c2c1	1	-4	11	-12	1	0	1	-5	5	-3
CCN1C(=O)/C(=C\N2CCN(c3cccc(Cl)c3)CC2)SC1=S	-39	-37	-5	3	0	-2	2	2	0	0
O=C1c2ccccc2C(=O)N1OCCOCCOCCON1C(=O)c2ccccc2C1=O	-3	5	-1	-3	0	-1	5	-5	1	3
CCOC(=O)c1c(C)n(CC(O)CN(CC)CC)c2cc(Br)c(OC)cc12 (stereo unspecified)	-1	3	-2	-1	2	-8	5	-1	-2	-1
COc1ccc2oc3cc(C)[n+]([O-])c(-c4ccc(Cl)cc4)c3c2c1	-17	-15	19	-4	2	-3	4	-5	2	13*
CCOc1ccccc1N(C(=O)c1snc(C(N)=O)c1N)C(CC)C(=O)NC1CCCC1 (stereo unspecified)	-10	-9	0	3	-2	-5	5	-5	-2	1
CCCCC(CC)C(=O)Nc1ccc(C#N)cc1 (stereo unspecified)	0	6	0	-4	-3	-2	-1	-1	2	-1
Cc1ccc(-c2nc3ncccn3c2NC2CCCCC2)o1	2	4	-3	2	2	-9	0	-5	-5	-1
O=c1cc(CSc2nnc(COc3ccccc3Cl)o2)nc2sccn12	5	4	12	-1	2	-1	0	-2	-2	2
CN(C)CC(c1ccc(O)cc1)C1(O)CCCCC1 (stereo unspecified)	5	-7	2	/	2	-3	2	2	/	-4
CCc1ccc(S(=O)(=O)Nc2c(C)nn(C)c2C)cc1	-1	4	2	7	2	2	2	-2	-5	0
COCCNC(=O)C1(C)CCCN(C(=O)c2cc(F)cc(F)c2)C1 (stereo unspecified)	4	-1	1	/	2	-5	-2	1	-4	1
O=C(O)/C=C/C(=O)c1ccc(O)cc1	-1	5	3	5	8	2	2	-2	5	-6
CC(=O)c1ccc(NC(=O)C2CCCN2S(=O)(=O)c2ccc(C)cc2)cc1 (stereo unspecified)	0	0	0	-1	-11	0	-6	3	-4	-2
Cc1ccc(S(=O)(=O)N2CCC(=O)N(C(COCc3ccc(Cl)cc3)Cc3ccccc3)CC2)cc1 (stereo unspecified)	1	2	-1	-37	1	-10	-1	1	0	-3
COc1ccc(Sc2cccc(Cl)c2)c(C(=O)O)c1	3	-6	14	/	-1	-2	8	5	3	5
CCC(=O)NNc1nc2c(F)cc(F)cc2s1	-2	-5	-2	-10	-2	4	7	3	3	3
CCN(CC)C(=O)c1sc2nc(-c3ccc(OC)cc3)cn2c1C	0	11	1	2	-3	1	-3	-4	5	-4
CCOc1cccc(-c2nc(C(N)=O)c3[nH]c(=O)n(-c4cccc(Cl)c4)c3n2)c1O	-1	6	-1	2	-5	5	12	21	8	2
More compounds:
SMILES	GC-A act	NPR2 activator	UHRF1 MBD2 ctr	HTRA1 inh	PRMT1 inh	SIAE inh	ABHD4 inh	rCAG RNA binder	TCR-CD3 inh	MBD2 DNA inh
Cc1nnc(Oc2ccccc2F)c2ccccc12	7	3	-1	6	0	-11	-7	0	3	-3
[O-]/[N+](=C\C=C\c1ccccc1)c1ccccc1	4	-3	4	0	3	1	2	6	-6	5
Cc1ccc(-c2n[nH]c(=S)n2/N=C/C=C\c2ccccc2[N+](=O)[O-])cc1	3	-2	-3	-13	30*	3	4	35*	4	1
Cc1c(N=C2C=C(Br)C(=O)C(Br)=C2)c(=O)n(-c2ccccc2)n1C	-9	1	56*	57*	61*	13	69*	-20	46*	18*
CCc1ccc(CCC(=O)Nc2ccc(C)cc2C)o1	2	2	4	6	0	-4	0	1	-3	1
COc1ccc(Cc2n[nH]c(=S)n2Cc2ccccc2)cc1Cl	-4	-6	-2	2	2	4	-2	3	0	3
CCN(C(=N)N=C(N)N)c1ccccc1	1	0	-4	1	-1	0	1	0	3	4
CS(=O)(=O)N1CCC2(CC1)OCCN2S(=O)(=O)c1ccccc1	3	-2	0	4	-5	13	3	2	1	-4
CC1=Nc2cccc3cccc(c23)N1	-5	2	6	42*	7	12	26	9	39*	1
CCC(c1nnnn1-c1ccc2c(c1)OCCO2)N1CCN(C)CC1 (stereo unspecified)	3	2	6	/	2	-5	-1	1	-6	2
CC(C)(C)OC(=O)NCc1ccc(CNC(=O)c2nc[nH]c2C(=O)N2CCc3ccccc3C2)cc1	-2	3	-1	-10	-3	-4	1	-6	3	-2
C/C(=N\NC(=O)c1nc2ccccn2c1C)c1cccc([N+](=O)[O-])c1	-1	2	0	2	-3	-3	3	0	2	58*
COc1cc2oc(=O)cc(-c3ccc(-c4ccc(C)cc4)cc3)c2c(OC)c1OC	-1	-8	-2	-3	-8	-4	0	0	2	-5
CC1CCC2(CC1)NC(=O)N(CC(=O)Nc1ccc(C(N)=O)cc1)C2=O (stereo unspecified)	3	8	-2	3	-4	-3	-4	4	0	-1
O=C(NCc1ccccc1Cl)c1ccc2nc[nH]c2c1	3	3	1	3	3	-2	0	2	3	4
O=C(COC(=O)/C=C/c1ccc(OC(F)F)cc1)Nc1ccc(S(=O)(=O)N2CCCC2)cc1	-7	-4	-2	-22	-1	-27	1	10	1	2
CCOC(=O)C1=CN(Cc2ccco2)S(=O)(=O)N(C)C1c1ccc(F)c(Cl)c1 (stereo unspecified)	-5	-5	0	-21	5	-10	-1	4	4	-2
COc1ccc(-n2c(=O)c3c(C)c(C)sc3n(Cc3cccc(F)c3)c2=O)c(OC)c1	4	1	0	6	3	-3	-5	1	8	4
CC(=O)Oc1cc2oc(=O)cc(C)c2cc1Cl	0	-2	5	1	6	3	5	-4	-8	0
O=C(N/N=C/c1ccc([N+](=O)[O-])o1)c1sc2ccccc2c1Cl	-6	-5	-3	52*	15	-1	27	36*	7	-1
CCn1c(SCC(=O)Nc2ccc(F)cc2)nc2ccccc2c1=O	-6	5	3	6	-3	1	2	0	-4	1
CCNc1nc(OCC)nc(N2CCC(Cc3ccccc3)CC2)n1	-1	3	4	0	1	-2	9	-2	-8	5

Screening results from PubChem.
